# High-throughput results from PubChem.
# NR2E3 ag-1: activates human photoreceptor nuclear receptor NR2E3; GST-NR2E3/biotin-RetCOR TR-FRET, 1536-well; inhibition of corepressor binding, % at 4.78 µM; Q9Y5X4; AID 2300; hit rate 0.12% among 320,000;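 active = percent inhibition above the cutoff of mean plus 3 SD of all tested compounds, set per screening campaign, cut at about 20% in these data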;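 also: 0% = DMSO wells and 100% = biotin wells as full block of FRET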
# Target sequence (Q9Y5X4 whole entry, looked up): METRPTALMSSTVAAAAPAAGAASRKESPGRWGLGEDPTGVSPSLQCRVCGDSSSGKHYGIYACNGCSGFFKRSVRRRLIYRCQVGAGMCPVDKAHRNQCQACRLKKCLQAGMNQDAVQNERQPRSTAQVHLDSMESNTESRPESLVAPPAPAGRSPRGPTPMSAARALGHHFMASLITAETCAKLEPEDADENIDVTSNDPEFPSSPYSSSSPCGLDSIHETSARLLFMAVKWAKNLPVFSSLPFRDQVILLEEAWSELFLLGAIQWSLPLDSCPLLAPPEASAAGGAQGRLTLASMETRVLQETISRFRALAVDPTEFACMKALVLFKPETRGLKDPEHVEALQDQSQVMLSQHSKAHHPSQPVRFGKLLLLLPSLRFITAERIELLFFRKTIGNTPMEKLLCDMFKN
#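 System: GST-tagged NR2E3 plus biotinylated RetCOR corepressor; Amount: 1.35 nM GST-tagged NR2E3 final; Dosing: single nominal compound dose of 4.8 µM; Schedule: 5 h incubation at 4 °C; Technique: TR-FRET with europium anti-GST and streptavidin-D2, 340 nm excitation; Controls: biotin wells as high control, 0.6% DMSO wells as low control.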
# PDI inh: inhibitors of human protein disulfide isomerase; P07237; PDI insulin aggregation turbidity, A650, 90 min; inhibition, % at 10 µM; hit rate 0.052% among 350,000; AID 588391;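 active = mean inhibition across replicates of 30% or more, whatever share of single replicates reach that level; inconclusive = mean inhibition below 30% while every single replicate reaches 30%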;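 also: absorbance from insulin aggregation driven by PDI reduction with DTT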
# Target sequence (P07237 whole entry, looked up): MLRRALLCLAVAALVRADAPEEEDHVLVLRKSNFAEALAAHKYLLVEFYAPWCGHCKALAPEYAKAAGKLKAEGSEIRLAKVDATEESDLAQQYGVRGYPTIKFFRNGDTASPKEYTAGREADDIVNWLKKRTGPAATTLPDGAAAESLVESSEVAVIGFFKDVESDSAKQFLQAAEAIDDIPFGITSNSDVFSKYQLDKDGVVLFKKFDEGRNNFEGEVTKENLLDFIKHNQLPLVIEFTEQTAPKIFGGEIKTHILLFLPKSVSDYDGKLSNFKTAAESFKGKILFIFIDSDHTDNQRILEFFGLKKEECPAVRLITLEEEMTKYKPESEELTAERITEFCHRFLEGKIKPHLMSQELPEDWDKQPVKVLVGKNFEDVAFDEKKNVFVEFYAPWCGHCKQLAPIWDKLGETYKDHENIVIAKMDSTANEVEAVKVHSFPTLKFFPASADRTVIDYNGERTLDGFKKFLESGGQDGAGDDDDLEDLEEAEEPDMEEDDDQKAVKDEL
# CF NFkB block: cystic fibrosis NF-kB activation inhibition; KKLEB NF-kB-GFP reporter, PAF-induced, GFP fluorescence overnight; inhibition, % at 5 µM; hit rate 0.86% among 360,000;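 active = at least 50% inhibition at 5 µM, scaled per plate between neutral and stimulator controls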;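 also: PAF is a Pseudomonas aeruginosa culture filtrate used as stimulus; plate controls were PAF-stimulated DMSO wells for no effect and unstimulated DMSO wells for full effect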
# CaV13 FRET inh: Disruptors of the CACNA1D IQ motif to Ca2+-dependent inactivation inhibitor domain association, primary screening, Förster resonance energy transfer in intact living … | HEK cells, CFP/YFP FRET ICDI-IQ, plate reader, 10 min; percent FRET-ratio fall versus neutral wells | inhibition, % at 12.3 µM | hit rate 0.098% among 340,000;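 active = mean replicate inhibition of at least 30% and at least 1% of replicates passing that level; inconclusive = only one of the two criteria is met; inactive = neither criterion is met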;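 also: 0% = median of the neutral control wells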
# Peg3 prom inh: inhibitors of Peg3 promoter | hit rate 1.7% among 360,000 | inhibition, % at 20 µM | HeLa PEG-Prom luciferase reporter, luminescence, overnight | AID 588405;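 active = inhibition of at least 50% at 20 µM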
# HIF-2a inh: blocks HIF-2a reporter activity; 786-0 RCC cells HIF-2a reporter, luciferase luminescence, overnight; inhibition, % at 18.8 µM; hit rate 0.72% among 360,000; AID 624352;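 active = inhibition of the luminescence signal of 40% or more relative to plate controls, in a single-dose primary screen at 18.75 µM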
# KKLEB cytotox: CF airway cell cytotoxicity counter-screen; hit rate 0.36% among 360,000; KKLEB CF airway cells viability, ATPlite luminescence, overnight; hits give low values; cells stimulated with P. aeruginosa culture filtrate; activity change (cytotoxicity), % at 5 µM;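 active = corrected activity change at or below -50% at 5 µM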
# MITF TRPM1 inh: reduces MITF-dependent TRPM1 promoter luciferase signal. hit rate 0.83% among 330,000. inhibition, % at 12.5 µM. SK-MEL-5 TRPM1 promoter luciferase, 24 h;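 active = mean inhibition across replicates of 60% or more, whatever share of single replicates reaches that level; inconclusive = some that reach 60%, reason not given; inactive = mean inhibition across replicates below 60%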; also: values of inactives mirror those of a sister screen read the other way
# NR2E3 ag-2: activates human NR2E3 receptor; AID 602229; CHO-S Gal4-NCOR/VP16-NR2E3 two-hybrid, luciferase; inhibition of corepressor binding, % at 3.98 µM; Q9Y5X4; hit rate 0.35% among 360,000;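 active = inhibition above the mean of all tested compounds plus 3 SD, cut at about 70% in these data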;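 also: 0% = DMSO with NR2E3 transfected cells and 100% = cells lacking NR2E3 construct; higher means lower luciferase signal from less NR2E3 corepressor binding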
# Shn3 inh set2: inhibitors of Schnurri-3 3'UTR reporter in osteoblasts | AID 588674 | hit rate 0.52% among 360,000 | Clone20 osteoblast Shn3 3'UTR firefly luciferase, 24 h | inhibition, % at 12.5 µM;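 active = mean inhibition of at least 75% with every replicate also reaching 75%; inconclusive = mean inhibition at least 75% but some replicate below; inactive = mean inhibition below 75%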;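 also: 0% = median of neutral control wells and 100% = pilot-screen positive control compound; some compounds past the cut are filed as inactive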
# Vif inh: inhibitors of HIV Vif; HEK293T cells, Vif self-association by quenched fluorescence, imaging, 24 h; inhibition, % at 7.49 µM; hit rate 0.35% among 340,000; AID 602346; in the data active = inhibition above about 50%, passing the limit was not always enough; inconclusive = no clear call, values can overlap the other calls; inactive = below about 31%; also: some results filed as inactive read as strong as hits
# Starred values were filed as active, the others as inactive; ? = inconclusive; . = no result given.
SMILES,NR2E3 ag-1,PDI inh,CF NFkB block,CaV13 FRET inh,Peg3 prom inh,HIF-2a inh,KKLEB cytotox,MITF TRPM1 inh,NR2E3 ag-2,Shn3 inh set2,Vif inh
CCCOc1cc(C)c(S(=O)(=O)N2CCN(C)CC2)cc1C,1,-3,0,.,7,3,5,8,14,17,-1
CCOC(=O)C(=Cc1c[nH]c2ccc(S(=O)(=O)N(C)C)cc12)C(=O)OCC,2,-3,42,-3,33,56*,5,8,25,-14,-8
CCCCN(C(=O)c1c(CC)noc1C)c1c(N)n(CCCC)c(=O)[nH]c1=O,1,-2,2,-4,11,-2,11,3,2,-10,-3
CCOc1cc(C2NN=C(c3ccccc3)S2)ccc1OCc1ccccc1Cl (configuration not stated),0,-13,-9,-6,-259,-174,0,-47,-180,-64,.
COc1ccc(-n2nc(C(=O)NCC(=O)NC(C)C)c3ccccc3c2=O)cc1Cl,8,10,-2,-5,2,17,2,11,-12,8,11
Cc1nn(Cc2ccc(Cl)cc2)c(C)c1NC(=O)c1cc(C(C)C)on1,1,0,5,-7,15,16,-9,29,36,85,-9
Cc1sc2ncnc(SCC(=O)N3CCC(c4noc5ccc(F)cc45)CC3)c2c1C,-1,0,-3,-2,-7,-1,-11,-3,7,5,1
CC(C)CCNc1ncnc2c1nnn2Cc1ccccc1Cl,1,-13,-6,-4,11,-34,-4,0,8,-5,-7
COc1ccc(C2Nc3ccccc3C(=O)N2c2ccc(F)cc2)cc1Cn1nnc2ccccc21 (configuration not stated),-5,1,3,-9,-47,-26,-4,-5,-29,-7,2
COc1ccc(S(=O)(=O)N2CCCOC2CNC(=O)C(=O)NCCc2ccco2)cc1C (configuration not stated),-1,-12,5,-6,32,13,-11,12,-40,7,-1
CCOC(=O)c1cc(OC(=O)c2cccc([N+](=O)[O-])c2)n(-c2ccccc2)n1,3,-7,4,-4,16,4,1,-13,3,-12,-1
COc1ccc(N/N=C(\C#N)C(=N)N2CCOCC2)cc1,-1,-3,6,-6,-40,-51,-12,-11,-25,-4,0
NC1=NC[C@H](Cc2ccccc2)N1CCCCC1CCCCC1,-3,-6,4,14,71*,8,8,-9,-3,64,-4
O=C(COc1ccccc1F)NNC(=O)Cn1c(=O)cnc2ccccc21,3,1,13,-5,-10,-10,1,.,-17,-6,13
Nc1c(Cl)ncnc1NCc1ccccc1,0,5,-9,-2,6,19,-4,3,11,26,-2
Cc1cc(C(=O)N2C(C)CCCC2C)no1 (configuration not stated),1,-2,23,-7,-7,11,-9,5,-13,1,-6
CCCN(CCC)CCCNC(=O)c1nn(-c2cccc(OC)c2)c(=O)c2ccccc12,0,0,-1,7,8,9,0,3,-19,-14,1
COCCN1C(=O)C(=O)/C(=C(/O)c2cccc(S(=O)(=O)N(C)C)c2)C12C(=O)N(C)c1ccccc12 (configuration not stated),3,-9,-10,.,-3,3,-6,-9,-21,-13,3
CC(C)CCNC(=O)c1ccccc1SCC(=O)NC1CCCCCCC1,2,-2,9,-18,11,-18,-3,-14,-19,11,-8
C=CCN(C(=O)CCC(=O)Nc1cc(C)on1)C(C(=O)NC1CCCC1)c1ccc(Cl)cc1 (configuration not stated),0,6,1,-4,2,2,-4,9,13,0,-17

# Retrieved one by one from the entries so far, 2 records:
SMILES,NR2E3 ag-1,PDI inh,CF NFkB block,CaV13 FRET inh,Peg3 prom inh,HIF-2a inh,KKLEB cytotox,MITF TRPM1 inh,NR2E3 ag-2,Shn3 inh set2,Vif inh
COc1ccc(N/N=C(\C#N)C(=N)N2CCOCC2)cc1,-1,-3,6,-6,-40,-51,-12,-11,-25,-4,0
Cc1cc(C(=O)N2C(C)CCCC2C)no1 (configuration not stated),1,-2,23,-7,-7,11,-9,5,-13,1,-6

# Next records follow.
SMILES,NR2E3 ag-1,PDI inh,CF NFkB block,CaV13 FRET inh,Peg3 prom inh,HIF-2a inh,KKLEB cytotox,MITF TRPM1 inh,NR2E3 ag-2,Shn3 inh set2,Vif inh
COc1ccc(-c2cc3c(=O)n(CC(=O)NCCCN4CCN(Cc5ccccc5)CC4)ncn3n2)cc1,3,-5,3,-4,-75,-41,-41,-17,48,71,-9
Cc1ccc(C(=O)N/C(=C\c2ccccc2)C(=O)NCCCn2ccnc2)cc1,1,-4,-10,-4,6,14,10,4,-18,10,4
CC(NCc1ccc2c(c1)OCO2)C(=O)NC1CCCCC1 (configuration not stated),2,-11,24,-4,6,7,-7,10,-26,-1,17
N#Cc1cccc(CN2CCC(=O)N(CCO)CC2)c1,2,0,-7,-6,0,8,-16,7,-22,-8,13
C/C(=N\NC(=O)c1cccnc1)c1c(O)cc(C)oc1=O,-2,-3,0,-4,7,12,11,-1,-13,22,0
CC1(C)CC(N2CCC(=O)N(C3CC(C)(C)NC(C)(C)C3)C2)CC(C)(C)N1,0,2,-7,.,9,-2,1,-6,4,1,2
Cc1ccc2nc(Cl)c(/C=N/NC(=O)[C@H]3C[C@@H]3c3ccccc3)cc2c1,0,-6,21,-16,4,11,-3,8,-15,-8,-2
COc1cc([N+](=O)[O-])cc(/C=N\NC(=O)C2COc3ccccc3O2)c1O (configuration not stated),-3,-7,1,-3,13,9,1,21,14,18,-3
Fc1ccc(NC(=S)N2CCCN(c3ccc(C(F)(F)F)cn3)CC2)c(F)c1,3,7,20,-2,-2,-1,-4,42,69,89*,-3
Cc1cc(C)n(-c2ccc(C(=O)OCC(=O)Nc3ccc(Cl)cc3[N+](=O)[O-])cc2)n1,0,-1,-1,-6,6,15,-6,14,4,-9,3
CN(CC1CCN(CCc2cccc(C(F)(F)F)c2)CC1)C(=O)c1ccc(F)cc1,2,-3,-2,-18,4,16,6,15,-15,0,-2
Cc1cccc(C)c1NC(=O)c1cnccn1,2,0,7,-5,6,12,3,-4,-20,5,-4
CCOc1ccc(OCC(=O)OCC(=O)N(CC(C)C)c2c(N)n(Cc3ccccc3)c(=O)[nH]c2=O)cc1,2,6,-19,-5,4,-2,5,6,-21,11,6
COc1ccc(C(C(=O)NC(C)(C)C)N(Cc2ccccc2)C(=O)CCC(=O)Nc2cc(C)on2)cc1 (configuration not stated),3,6,-2,-1,-10,12,0,-1,-16,3,-2
COc1cccc(CNS(=O)(=O)c2c(C)nc3sccn3c2=O)c1,1,.,3,-6,20,15,15,1,-4,-21,1
CC(=O)n1cc([C@H]2C=C(C(=O)N3CCN(Cc4ccccc4)CC3)O[C@@H](OCCCCO)C2)c2ccccc21,-1,-5,-20,.,37,21,-3,10,-42,0,.
CSc1ccccc1OCc1cc(C(=O)NC(C)CCn2cccn2)no1 (configuration not stated),0,1,6,-6,-15,-29,-6,-5,24,2,-1
Cc1cc(COc2ccccc2)oc1C(=O)O,-4,8,6,-4,25,-42,-19,-17,-109,-56,?
COc1cccc(NC(=O)NCCCCc2ccccc2)c1,4,8,19,-5,-61,-94,-5,-12,-26,-8,-4
CCCCCCN1C[C@H](n2cc(C3CC3)nn2)[C@@H](O)C[C@@H]1c1ccc(OC)cc1,.,0,4,-9,-7,-5,1,.,-31,1,1
CC(=O)C1C(c2ccccc2)c2c(noc2C)CC1(C)O (configuration not stated),-1,-7,5,-5,7,15,1,-6,-4,.,-2
c1ccc2c3c(c(CN4CCCCC4)cc2c1)COC3,2,-7,3,-4,0,7,-3,.,-34,1,6
CCOC(=O)C1(Cc2cccc(OC)c2)CCCN(S(=O)(=O)c2cccnc2)C1 (configuration not stated),1,0,9,-4,2,9,-5,5,11,-4,-1
CC1CC/C(=N/Nc2ccccc2)C(=O)N1 (configuration not stated),-2,16,-5,-2,-80,-68,8,-25,-5,-26,6
Cc1noc(C)c1COc1cccc(C(=O)OCC(=O)NCCN2C(=O)CSC2=O)c1,1,-2,-5,-7,10,15,2,6,-22,-3,6
Cc1ccc2c(c1)N(CC(=O)NCCc1ccccc1)C(=O)c1cccnc1O2,0,.,4,-10,-5,-2,3,0,-42,-15,6
CC(C)C[C@H](NC(=O)c1nc[nH]c1C(=O)NCc1ccc(CNC(=O)OC(C)(C)C)cc1)C(=O)OCc1ccccc1,1,-3,8,1,8,9,0,-8,1,6,1
C[C@@H]1CCCCO[C@@H](CN(C)C(=O)c2ccncc2)[C@@H](C)CN([C@H](C)CO)C(=O)c2cc(N(C)C)ccc2O1,.,-8,-14,-3,-15,6,-5,.,-6,4,.
COc1ccc(CCNC(=O)COC(=O)c2sc(C)nc2C)cc1,6,6,22,-6,-4,1,6,.,1,-36,15
COc1cc(/C=C(\C#N)C(=O)c2c[nH]c3ccccc23)cc(OC)c1O,-1,2,7,-28,7,-12,-7,3,-18,16,7
CC(=O)c1ccc(OCC(O)CN2C(C)CCCC2C)cc1 (configuration not stated),2,.,-27,-5,4,7,3,.,-28,-6,1
CCOC(=O)C1=C(COC(=O)/C=C/c2ccc(OC)cc2OC)NC(=O)NC1C (configuration not stated),-2,6,9,-5,7,-15,-28,-11,-19,10,-5
COc1c(S(=O)(=O)n2nc(C)cc2C)ccc(Cl)c1Cl,1,4,12,-5,19,7,-11,-6,-25,-7,-37
O=C1CCN(Cc2nnnn2CC2CCCO2)c2ccccc2N1 (configuration not stated),1,10,15,.,11,8,-10,8,7,-1,11
O=C(O)c1ccc(CNC(=O)c2ccccc2NC(=O)c2ccc([N+](=O)[O-])cc2)cc1,2,4,-8,-4,-2,3,9,5,-21,12,1
CCOc1ccc(C2/C(=C(\O)c3ccc4c(c3)OCCO4)C(=O)C(=O)N2CCN2CCOCC2)cc1OC (configuration not stated),.,2,-27,.,-23,4,-14,2,-14,-5,4
COc1ccc(NC(=O)/C(=C\c2cccnc2)NC(=O)c2cccs2)cc1,-4,1,15,-8,5,4,-4,-7,-3,-5,-3
FC(F)(F)c1cc(-c2ccco2)nc(N2CCOCC2)n1,1,1,12,0,11,8,-18,-14,-27,6,3
Cc1cccc(NC(=O)C2CCCN(S(=O)(=O)c3cccc4cccnc34)C2)c1 (configuration not stated),-1,.,7,-2,9,11,-13,.,-6,20,-7
CCOC(=O)c1c(NC(=O)c2ccc(C)cc2)sc2c1CC(C)(C)OC2,1,1,7,.,7,0,4,9,-34,29,.
CCc1cccc(CC)c1N(COC)C(=O)Cn1c(CO)nc2ccccc21,-3,-6,7,-4,12,24,-8,4,-12,-17,-10
CCOC(=O)C1(CCOC)CCN(Cc2cnc(-c3cccc(C)c3)nc2)CC1,4,-7,8,-4,-18,-35,-11,11,-31,-22,-10
CC(=O)c1c(C)[nH]c(C(=O)N2CCN(C(=O)c3ccco3)CC2)c1C,-2,-1,14,-4,4,17,-1,-11,-19,.,.
